K1F lysis inhibition: protection from phage-mediated lysis, alamar blue read-out – E. coli UTI89, K1F phage, bacterial capsule biogenesis inhibitors (AID 488966) | E. coli UTI89 K1F phage lysis, alamar blue, 2 h; higher % means a stronger effect | inhibition, % at 100 µM, or IC50 in µM where a hit was titrated | 0.02% of 340,000 active;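 active means phage lysis inhibition, versus mean bacterial control, above a set limit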;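 further: capsule biogenesis inhibitors block K1F phage lysis so surviving cells raise fluorescence; higher fluorescence means more inhibition of phage lysis; actives were called in the ten point dose series up to 300 µM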
WT yeast gro inh: growth inhibition of WT yeast, mitochondrial fusion screen; mitochondrial fusion phenotypic screen, WT strain; inhibition, % at 10 µM; 2.1% of 190,000 active; AID 1362; in the data active means inhibition above about 58%; tested in S. cerevisiae
Hep lipid drop: hepatic lipid droplet formation modulation; inhibition, % at 6.5 µM; AID 1656; 0.4% of 240,000 active; AML12 mouse hepatocytes, oleate lipid droplets, BODIPY imaging;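 active means lipid droplet intensity inhibited by at least 50%, with more than 500 cells counted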
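Material – mouse AML12 hepatocyte cell line, fixed after treatment · Compound dosing – one dose, 6.5 µM compound · Times – compound with oleate, overnight · Measured by – Image-based BODIPY and DAPI two-channel analysis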
Myeloid diff MLP: promotes myeloid progenitor differentiation. 1% of 360,000 active. calls only at 10 µM. ER-HoxA9 myeloid progenitors, lysozyme-GFP differentiation, flow cytometry;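 active means normalized GFP-positive differentiation at or above the plate's own cutoff, the solvent-only control mean plus 3 SD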;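 further: cells exposed to compound for four days before flow analysis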
human PMI inhibition: MPI enzyme activity inhibition – biochemical, fluorescence intensity, coupled assay, primary screen (AID 1209); one-dose inhibition, % at 20 µM; IC50 in µM for titrated hits; 0.42% of 190,000 active; purified PMI enzyme, coupled fluorescence intensity; higher % means a stronger effect;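 further: plate controls were DMSO vehicle for no effect and wells lacking substrate for full effect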
P. falciparum M1AAP: P. falciparum M1AAP inhibitors, biochemical, fluorogenic H-Leu-NHMec substrate, 1536-well (AID 1445) | recombinant M1AAP, H-Leu-NHMec fluorogenic kinetic assay; higher % means a stronger effect | inhibition, % at 30 µM; hits with a dose series show IC50 in µM | 0.42% of 220,000 active;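 active means primary inhibition above the hit cutoff, then over 50% inhibition at one or more dose response concentrations, cut at about 23% in these data, passing the limit was not always enough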;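 further: plate controls were DMSO full reaction for no effect and no enzyme background for full effect; strong numbers were not always called active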
CSM14.1 death rescue: rescue of cells from ER stress-induced death, primary screen, 384-well, CSM14.1, thapsigargin, ATP luminescence (AID 1222). cellular ATP content (survival), % at 20 µM; hits with a dose series show EC50 in µM. 190,000 tested, under 10 active. CSM14.1 thapsigargin-induced death rescue, ATP luminescence; higher % means a stronger effect;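 active means EC50 below 50 µM in the dose-response confirmation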;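 further: death triggered by thapsigargin at about 15 µM added after 2 h compound pretreatment; cell ATP read after overnight thapsigargin exposure of roughly 18 to 22 hours; normalized against plate controls of thapsigargin alone and 5% DMSO vehicle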
human PMI inhibitors: human PMI inhibitors, high substrate, primary screen, biochemical, fluorescence intensity, high mannose 6-phosphate (AID 1220). recombinant PMI enzyme, coupled fluorescence intensity; higher % means a stronger effect. 0.66% of 190,000 active. one-dose inhibition, % at 20 µM; IC50 in µM for titrated hits
TNAP activators: human TNAP enzyme activators, primary screen, biochemical, luminescent, no phosphate acceptor, uHTS (AID 1001). purified TNAP, luminescent activation assay, no phosphate acceptor; higher activation fold means a stronger effect. activation fold at 20 µM; hits with a dose series show EC50 in µM. 0.03% of 200,000 active; in the data active means activation fold from about 3, or a potency from the dose series; inactive means the rest, 99 in 100 with activation fold below about 1.6; further: many of its hits are not listed in these tables
WT yeast gro inh mutant strain: recorded beside WT yeast gro inh, whose call it bears; inhibition, %; mitochondrial fusion phenotypic screen, mutant strain inhibition
Hep lipid drop cells 6.5 µM: recorded beside Hep lipid drop, whose call it bears; cell count; measured here: cell count, cytotoxicity flag;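 cells counted across two imaged fields per well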
Myeloid diff MLP GFP+ MAC1+ %: further read-out of Myeloid diff MLP, marked with its call; GFP+ MAC1+ double positive, %; measured here: differentiation confirmed by MAC1 staining
* hit, by the source's call. Unless noted, no stated cut-off is given here; in the data, active means inhibition above about 50%; inactive means the rest.

Screening COC(C/C=C/[C@@H](O)COCc1ccccc1)OC returned K1F lysis inhibition 1.1%, Hep lipid drop -5, Myeloid diff MLP inactive, P. falciparum M1AAP 0%, Hep lipid drop cells 6.5 µM 668 and Myeloid diff MLP GFP+ MAC1+ % 0.9.
For Cc1ccc(Cn2c(=N)c(C(=O)NCc3ccco3)cc3c(=O)n4ccccc4nc32)cc1 the results were K1F lysis inhibition -0.4%, WT yeast gro inh 16, Hep lipid drop -24, Myeloid diff MLP inactive, human PMI inhibition -20%, P. falciparum M1AAP 15%, CSM14.1 death rescue 1.7%, human PMI inhibitors 10%, TNAP activators 1, WT yeast gro inh mutant strain 7, Hep lipid drop cells 6.5 µM 738 and Myeloid diff MLP GFP+ MAC1+ % 3.3.
For CN(CCc1cnn(C)c1)Cc1cn(C)nc1-c1ccc2c(c1)OCCO2 the results were K1F lysis inhibition 0.0%, WT yeast gro inh -17, Hep lipid drop -9, Myeloid diff MLP inactive, P. falciparum M1AAP 3%, CSM14.1 death rescue -0.1%, TNAP activators 1.1, WT yeast gro inh mutant strain -6, Hep lipid drop cells 6.5 µM 571 and Myeloid diff MLP GFP+ MAC1+ % 0.6.
`C[C@H]1CC[C@@]2(O[C@H](CCO)C[C@@H](O)[C@@H]2O)O1` gave K1F lysis inhibition 1.2%, WT yeast gro inh 4, Hep lipid drop 14, Myeloid diff MLP inactive, human PMI inhibition 13%, P. falciparum M1AAP 0%, CSM14.1 death rescue -0.6%, human PMI inhibitors 13%, TNAP activators 1.1, WT yeast gro inh mutant strain 6, Hep lipid drop cells 6.5 µM 736 and Myeloid diff MLP GFP+ MAC1+ % 1.2.
CCOC(=O)Cc1csc(NS(=O)(=O)c2ccc(Br)cc2)n1 was read as K1F lysis inhibition 4.4%, WT yeast gro inh -11, Hep lipid drop 3, Myeloid diff MLP inactive, human PMI inhibition -6%, P. falciparum M1AAP 11%, CSM14.1 death rescue 0.0%, human PMI inhibitors -3%, TNAP activators 1, WT yeast gro inh mutant strain 9, Hep lipid drop cells 6.5 µM 666 and Myeloid diff MLP GFP+ MAC1+ % 0.6.
Screening CCCNC(=S)Nc1ccc(Cl)cc1Cl returned K1F lysis inhibition 6.1%, WT yeast gro inh -1, Hep lipid drop 0, Myeloid diff MLP inactive, human PMI inhibition -2%, P. falciparum M1AAP 5%, CSM14.1 death rescue 1.7%, human PMI inhibitors -4%, TNAP activators 1, WT yeast gro inh mutant strain -1, Hep lipid drop cells 6.5 µM 618 and Myeloid diff MLP GFP+ MAC1+ % 0.4.
For COc1cc(SC)ccc1C(=O)Nc1c(C)cccc1C the results were K1F lysis inhibition 0.6%, WT yeast gro inh 12, Hep lipid drop 15, Myeloid diff MLP inactive, human PMI inhibition -7%, P. falciparum M1AAP -1%, CSM14.1 death rescue -0.2%, human PMI inhibitors -8%, TNAP activators 1.1, WT yeast gro inh mutant strain 5, Hep lipid drop cells 6.5 µM 684 and Myeloid diff MLP GFP+ MAC1+ % 0.3.
For Cc1nn(C)cc1NC(=O)c1cc2nc(-c3ccco3)cc(C(F)(F)F)n2n1 the results were K1F lysis inhibition 0.2%, WT yeast gro inh -23, Hep lipid drop 0, Myeloid diff MLP inactive, human PMI inhibition 13%, P. falciparum M1AAP 5%, CSM14.1 death rescue 0.1%, human PMI inhibitors 10%, TNAP activators 1.1, WT yeast gro inh mutant strain -18, Hep lipid drop cells 6.5 µM 674 and Myeloid diff MLP GFP+ MAC1+ % 0.7.
For CCc1ccccc1N1CC23C=CC(O2)C(C(=O)OC)C3C1=O (stereo unspecified) the results were K1F lysis inhibition 5.4%, WT yeast gro inh 17, Myeloid diff MLP inactive, human PMI inhibition 4%, P. falciparum M1AAP -2%, CSM14.1 death rescue 1.8%, human PMI inhibitors 2%, TNAP activators 1.1, WT yeast gro inh mutant strain 13 and Myeloid diff MLP GFP+ MAC1+ % 1.1.
Screening COc1ccccc1CN1CCNC(=O)C1CC(=O)NCCC1=CCCCC1 (stereo unspecified) returned K1F lysis inhibition 0.1%, WT yeast gro inh 10, Hep lipid drop -12, Myeloid diff MLP inactive, human PMI inhibition -14%, P. falciparum M1AAP 1%, CSM14.1 death rescue 0.3%, human PMI inhibitors 6%, TNAP activators 1.1, WT yeast gro inh mutant strain 14, Hep lipid drop cells 6.5 µM 731 and Myeloid diff MLP GFP+ MAC1+ % 0.4.
Screening CC(=O)Nc1cccc(CNCc2cccc(NC(C)=O)c2)c1 returned K1F lysis inhibition -0.6%, WT yeast gro inh -7, Hep lipid drop 27, Myeloid diff MLP inactive, human PMI inhibition -4%, P. falciparum M1AAP 12%, CSM14.1 death rescue -0.3%, human PMI inhibitors 3%, TNAP activators 1, WT yeast gro inh mutant strain 4, Hep lipid drop cells 6.5 µM 764 and Myeloid diff MLP GFP+ MAC1+ % 0.0.
CC(=O)Nc1ccc(OCC(=O)c2cc(C)ccc2C)cc1 was read as K1F lysis inhibition 0.2%, WT yeast gro inh -3, Hep lipid drop -29, Myeloid diff MLP inactive, human PMI inhibition 0%, P. falciparum M1AAP 4%, CSM14.1 death rescue 5.4%, human PMI inhibitors -4%, TNAP activators 1.1, WT yeast gro inh mutant strain 5, Hep lipid drop cells 6.5 µM 730 and Myeloid diff MLP GFP+ MAC1+ % 0.6.
N#Cc1ccccc1NC(=O)CSC1=Nc2ccccc2C2CC=NN12 (stereo unspecified) was read as K1F lysis inhibition -1.1%, WT yeast gro inh 19, Hep lipid drop 1, Myeloid diff MLP inactive, human PMI inhibition 1%, P. falciparum M1AAP 5%, CSM14.1 death rescue -1.6%, human PMI inhibitors -2%, TNAP activators 1.2, WT yeast gro inh mutant strain -15, Hep lipid drop cells 6.5 µM 708 and Myeloid diff MLP GFP+ MAC1+ % 0.3.
Screening Cc1ccc(S(=O)(=O)N2CCC(C(=O)N[C@@H](C)C(=O)NCC3CCCO3)CC2)cc1 (stereo partly specified) returned K1F lysis inhibition 0.3%, WT yeast gro inh 10, Hep lipid drop -24, Myeloid diff MLP inactive, human PMI inhibition 2%, P. falciparum M1AAP 5%, CSM14.1 death rescue -1.9%, human PMI inhibitors 4%, TNAP activators 1, WT yeast gro inh mutant strain 7, Hep lipid drop cells 6.5 µM 650 and Myeloid diff MLP GFP+ MAC1+ % 0.2.
COc1ccc(-c2nn(-c3ccccc3)cc2CN2CCCO2)c(F)c1 was read as K1F lysis inhibition -0.2%, WT yeast gro inh 8, Hep lipid drop -6, Myeloid diff MLP inactive, human PMI inhibition 14%, P. falciparum M1AAP -3%, CSM14.1 death rescue 0.7%, human PMI inhibitors 4%, TNAP activators 1.1, WT yeast gro inh mutant strain 9, Hep lipid drop cells 6.5 µM 592 and Myeloid diff MLP GFP+ MAC1+ % 0.6.
`COc1ccc(-c2noc(CCN3C(=O)c4ccccc4C3=O)n2)cc1OC` gave K1F lysis inhibition 0.3%, WT yeast gro inh -1, Hep lipid drop -10, Myeloid diff MLP inactive, human PMI inhibition 9%, P. falciparum M1AAP 6%, CSM14.1 death rescue -0.5%, human PMI inhibitors 5%, TNAP activators 1, WT yeast gro inh mutant strain 12, Hep lipid drop cells 6.5 µM 679 and Myeloid diff MLP GFP+ MAC1+ % 1.7.
N=C1C(c2ccccc2)=C(O)CN1c1ccccc1 was read as K1F lysis inhibition 0.2%, WT yeast gro inh -8, Hep lipid drop 5, Myeloid diff MLP inactive, human PMI inhibition -10%, P. falciparum M1AAP 6%, CSM14.1 death rescue -2.5%, human PMI inhibitors -1%, TNAP activators 1, WT yeast gro inh mutant strain 4, Hep lipid drop cells 6.5 µM 685 and Myeloid diff MLP GFP+ MAC1+ % 0.2.
COc1ccc(C(=O)Nc2ccc(Cl)cc2C(=O)NCCO)cc1 was read as K1F lysis inhibition 0.3%, WT yeast gro inh -3, Hep lipid drop 12, Myeloid diff MLP inactive, human PMI inhibition 6%, P. falciparum M1AAP -2%, CSM14.1 death rescue 1.9%, human PMI inhibitors 1%, TNAP activators 1.1, WT yeast gro inh mutant strain 8, Hep lipid drop cells 6.5 µM 749 and Myeloid diff MLP GFP+ MAC1+ % 8.9.
Screening Cc1ccc(NC(=S)/N=C(\N)Nc2nc(C)c3cc(C)ccc3n2)c(C)c1 returned K1F lysis inhibition 4.6%, WT yeast gro inh 34, Hep lipid drop 36, Myeloid diff MLP inactive, human PMI inhibition 3%, P. falciparum M1AAP 19%, CSM14.1 death rescue 2.5%, human PMI inhibitors -2%, TNAP activators 1.5, WT yeast gro inh mutant strain 40, Hep lipid drop cells 6.5 µM 664 and Myeloid diff MLP GFP+ MAC1+ % 2.2.
O=C(Cc1cccs1)NCc1cccnc1 was read as K1F lysis inhibition -0.6%, WT yeast gro inh 16, Myeloid diff MLP inactive, human PMI inhibition 5%, P. falciparum M1AAP -1%, CSM14.1 death rescue -1.0%, human PMI inhibitors 2%, TNAP activators 1.1, WT yeast gro inh mutant strain 1 and Myeloid diff MLP GFP+ MAC1+ % 0.7.
O=C(OCCNC(=O)c1cc2ccccc2oc1=O)c1cccnc1 was read as K1F lysis inhibition -0.5%, WT yeast gro inh 21, Myeloid diff MLP inactive, human PMI inhibition 0%, P. falciparum M1AAP 3%, CSM14.1 death rescue 0.2%, human PMI inhibitors 2%, TNAP activators 1.2, WT yeast gro inh mutant strain 12 and Myeloid diff MLP GFP+ MAC1+ % 1.4.
Screening Cn1c(=O)c2c(ncn2CC(COCc2ccccc2)OCc2ccccc2)n(C)c1=O (stereo unspecified) returned K1F lysis inhibition 0.5%, Hep lipid drop -20, Myeloid diff MLP inactive, P. falciparum M1AAP 1%, Hep lipid drop cells 6.5 µM 733 and Myeloid diff MLP GFP+ MAC1+ % 0.4.
`COc1ccc(NC(=O)COC(=O)[C@@H]2CCCN2C(=O)c2cccs2)c(OC)c1` gave K1F lysis inhibition 1.4%, WT yeast gro inh -5, Hep lipid drop -1, Myeloid diff MLP inactive, human PMI inhibition -5%, P. falciparum M1AAP 1%, CSM14.1 death rescue -3.6%, human PMI inhibitors -4%, TNAP activators 1.1, WT yeast gro inh mutant strain 4, Hep lipid drop cells 6.5 µM 758 and Myeloid diff MLP GFP+ MAC1+ % 0.5.

2 entries drawn at random from the list so far, as already listed:
O=C(Cc1cccs1)NCc1cccnc1 was read as K1F lysis inhibition -0.6%, WT yeast gro inh 16, Myeloid diff MLP inactive, human PMI inhibition 5%, P. falciparum M1AAP -1%, CSM14.1 death rescue -1.0%, human PMI inhibitors 2%, TNAP activators 1.1, WT yeast gro inh mutant strain 1 and Myeloid diff MLP GFP+ MAC1+ % 0.7.
Screening Cc1ccc(NC(=S)/N=C(\N)Nc2nc(C)c3cc(C)ccc3n2)c(C)c1 returned K1F lysis inhibition 4.6%, WT yeast gro inh 34, Hep lipid drop 36, Myeloid diff MLP inactive, human PMI inhibition 3%, P. falciparum M1AAP 19%, CSM14.1 death rescue 2.5%, human PMI inhibitors -2%, TNAP activators 1.5, WT yeast gro inh mutant strain 40, Hep lipid drop cells 6.5 µM 664 and Myeloid diff MLP GFP+ MAC1+ % 2.2.
